# UHRF1 binding = UHRF1 methyl-DNA binding inhibition. inhibition, % at 4.4 µM. AID 687016. Q96T88. UHRF1 binding to methylated oligo, TR-FRET. hit rate 0.75% among 370,000; in the data active means inhibition above about 21%;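 further: UHRF1 SRA domain binding a hemimethylated CpG hairpin DNA probe; 0% = median of test compound wells and 100% = reference inhibitor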
# TCR CD3 inh = human TCR-CD3 binding inhibition; TAMRA-labeled TCR probe fluorescence, biochemical; inhibition, % at 9.4 µM; AID 651800; hit rate 0.37% among 360,000; in the data active means inhibition above about 19%;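 further: recombinant mutant TCR 2C K166C tagged with TAMRA read by polarization; 0% = receptor in buffer alone and 100% = receptor with positive control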
# PRMT1 FP inh = blocks human protein arginine methyltransferase 1; hit rate 1.3% among 370,000; Q99873; AID 652257; recombinant PRMT1, activity-based probe fluorescence polarization; inhibition, % at 2.79 µM;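 active means inhibition above about 21% made by adding two undisclosed values, limit read from the data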
# ABHD4 inh = ABHD4 (mouse) inhibition, primary FP screen. Q8VD66. hit rate 0.54% among 370,000. AID 720543. inhibition, % at 8.92 µM. purified mABHD4, FP-Rh probe fluorescence polarization;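 active means inhibition exceeding the mean over every tested compound plus 3 SD, cut at about 30% in these data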;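 further: 0% = plate median of compound wells and 100% = S159A mutant with DMSO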
# Target sequence (Q8VD66 whole entry, looked up): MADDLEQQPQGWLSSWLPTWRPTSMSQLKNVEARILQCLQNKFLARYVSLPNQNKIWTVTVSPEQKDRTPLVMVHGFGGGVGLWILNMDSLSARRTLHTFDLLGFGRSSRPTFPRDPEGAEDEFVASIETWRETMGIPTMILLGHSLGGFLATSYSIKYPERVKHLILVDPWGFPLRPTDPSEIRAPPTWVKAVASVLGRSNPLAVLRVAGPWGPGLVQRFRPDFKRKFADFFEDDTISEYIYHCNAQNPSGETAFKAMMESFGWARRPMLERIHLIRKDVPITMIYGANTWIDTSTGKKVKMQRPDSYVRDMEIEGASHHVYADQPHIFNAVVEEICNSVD
#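 Assay system: wild-type mouse ABHD4 protein; compound: single nominal dose of 8.92 µM, 0.89% DMSO final; schedule: 45 min + 60 min at 25 °C; measured by: FP readout, ex 525 nm / em 598 nm; evaluation: % inhibition of FP-Rh probe binding versus controls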
# PG9 Ab binder = binds the HIV-1 gp120 antibody PG9; AID 624416; hit rate 0.43% among 360,000; inhibition, % at 6.7 µM; TR-FRET gp120-PG9 antibody binding; in the data active means inhibition above about 8.5%
# Tn7 DDE FP = DD(E)-Tn7 binding inhibition, primary FP screen | FP displacement of FITC-Tn7 peptide from fibrin DD(E); 0% = median of compound wells per plate | AID 720508 | hit rate 0.13% among 370,000 | inhibition, % at 8.3 µM | P02675;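 active means inhibition above the mean of compounds falling within the control limits plus 3 SD of them, cut at about 14% in these data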;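 further: 0% = plate median of compound wells and 100% = 10 µM Aha-Tn7 peptide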
#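 Assay system: human fibrin DD(E). Input: DD(E) 2 µM final. Medium: Tris buffer with calcium and detergent, pH 7.8. Compound dosing: single point at 8.3 µM. Timing: 10 min plus 3 h, room temperature. Technique: fluorescence polarization of the labelled Tn7 tracer. Read-out: percent inhibition. Replicates: singlicate testing.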
# HTRA1 inhibitor = HTRA1 (human) protease inhibition; Q92743; recombinant HTRA1, FP-rhodamine activity-based probe, fluorescence polarization; inhibition, % at 5.96 µM; hit rate 0.5% among 340,000; in the data active means inhibition above about 36%;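 further: 0% = enzyme with DMSO and 100% = wells lacking enzyme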
# Target sequence (Q92743 whole entry, looked up): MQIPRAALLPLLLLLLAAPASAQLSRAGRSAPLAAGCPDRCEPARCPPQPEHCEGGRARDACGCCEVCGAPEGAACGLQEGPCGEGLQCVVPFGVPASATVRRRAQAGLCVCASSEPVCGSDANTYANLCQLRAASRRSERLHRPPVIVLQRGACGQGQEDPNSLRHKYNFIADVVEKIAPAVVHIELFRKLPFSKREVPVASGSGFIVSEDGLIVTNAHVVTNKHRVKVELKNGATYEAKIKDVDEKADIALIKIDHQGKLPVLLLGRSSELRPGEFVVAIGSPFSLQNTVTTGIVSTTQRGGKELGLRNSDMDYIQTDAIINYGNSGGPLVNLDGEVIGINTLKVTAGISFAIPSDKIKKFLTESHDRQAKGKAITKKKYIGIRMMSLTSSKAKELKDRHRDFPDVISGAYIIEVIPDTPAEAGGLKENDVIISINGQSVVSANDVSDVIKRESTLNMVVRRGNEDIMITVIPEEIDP
# SIAE inh = blocks human sialic acid acetylesterase. SIAE FP-Rh probe binding, fluorescence polarization. inhibition, % at 9.66 µM. hit rate 0.69% among 370,000. AID 1053197;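 active means inhibition above a cutoff: mean of compounds within the control limits plus 3 SD of those, cut at about 17% in these data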;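 further: 0% = plate median of compound wells and 100% = probe without SIAE protein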
# LEDGF integ inh = blocks HIV-1 LEDGF/p75-dependent DNA integration; hit rate 0.64% among 370,000; AID 743269; TR-FRET IN-LEDGF/p75 DNA integration, Eu/Cy5; inhibition, % at 3.7 µM;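 active means inhibition above the screen-wide mean plus 3 SD, cut at about 13% in these data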;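 further: signal is the Cy5 over europium emission ratio at 671 and 618 nm; 0% = plate median of compound wells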
# TDP2 inh = TDP2 (human) inhibition, absorbance primary screen; inhibition, % at 12.8 µM; recombinant TDP2, T5PNP hydrolysis, p-nitrophenol absorbance 415 nm; AID 720702; hit rate 0.34% among 370,000;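 active means inhibition above the mean of all tested compounds plus 3 SD, set per campaign, cut at about 25% in these data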;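 further: 0% = DMSO with enzyme and 100% = buffer with substrate but no TDP2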
#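 Assay system: Recombinant human TDP2 | Quantity: 120 nM TDP2 per well | Incubation: 2 h at 37 °C | Signal: Epi absorbance | Evaluation: Percent inhibition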
# Starred values were filed as active, the others as inactive; / = not tested or not shown.
# Sequence of screens – UHRF1 binding, TCR CD3 inh, PRMT1 FP inh, ABHD4 inh, PG9 Ab binder, Tn7 DDE FP, HTRA1 inhibitor, SIAE inh, LEDGF integ inh, TDP2 inh
CCOC(=O)C1(Cc2ccccc2)CCN(Cc2ccon2)CC1
  0, -3, -2, -1, -3.1, 1, 4, 3, 3, 6
Cc1sc2c(c1C)c(=O)n(-c1ccc(F)cc1)c(=O)n2CC(=O)NCc1ccco1
  4, -5, 0, -1, 0.3, 11, 2, 0, 3, 4
CN(c1nc2nonc2nc1NC1CC1)C1CCOC1 (centres undefined)
  1, -2, 5, 3, -0.7, 6, -8, 4, -6, 5
CC(C)C(=O)Nc1c(C(=O)c2ccc(F)cc2)oc2ccccc12
  -2, 2, 0, -1, 0.7, -8, -7, 5, -1, -4
C(=N\Nc1nc(-c2ccccc2)cs1)/c1cccs1
  0, -1, 11, 5, -2.7, -2, 16, 6, 0, -9
CC1(C)Cc2nc3sc(C(=O)NCCCO)c(N)c3cc2CS1
  -1, 7, 10, 5, 0.9, -7, -4, 2, 6, 6
COC(=O)C1=C(C)Nc2[nH]c(=S)[nH]c(=O)c2C1c1ccc(OC)cc1 (centres undefined)
  -3, 4, 9, 7, -1.3, 7, 6, 5, -1, -3
CCOC(=O)C1=C(COC(=O)/C=C/c2ccc(OC)cc2)NC(=O)NC1C (centres undefined)
  0, -4, 0, -2, -2.4, 3, -1, 3, -3, 3
O=C(N1CCCCC1)N1CCCN(C(=O)N2CCCCC2)CC1
  -2, 0, 2, 5, -0.5, -3, 2, 1, 1, 5
Cc1ncc2c(n1)-c1cc(F)ccc1SC2
  -3, 6, 0, -1, 1.4, 3, -3, -7, -2, 0
O=C(NCc1ccco1)c1cc([N+](=O)[O-])ccc1N1CCOCC1
  19, 4, 0, -4, -0.8, 2, 8, 3, 1, -14
COc1cc2c(cc1OC)C(C(=O)N1CCCCC1)C(c1ccccc1F)N(C)C2=O (centres undefined)
  -2, 8, -1, -2, 1.4, 4, 2, -2, -3, 6
Cc1ccc(CN2CCN(C3CCC3)CC2CCO)cc1 (centres undefined)
  6, -8, 0, -2, 1.0, 7, 3, 0, 4, -1
O=C(NC1CCCCC1)c1ccc2c(c1)OCCO2
  -1, 3, 1, 2, 0.4, 5, 5, 6, 2, 14
COc1cccc(OCCn2cc(C=O)c3ccccc32)c1
  0, 5, -1, -4, -0.4, 6, -12, 0, 1, 6
CC1CCN(S(=O)(=O)c2ccc(NC(=O)c3ccco3)cc2)CC1
  2, -4, 4, -3, 1.3, 0, -15, 4, -4, 0
Cc1cccc(-c2n[nH]c(=S)n2/N=C/c2cccs2)c1
  -2, 0, 6, -9, -0.7, 3, /, 8, -1, -1
CN(C)CCCN1C(=O)C(O)=C(C(=O)c2cc3ccccc3o2)C1c1ccccn1 (centres undefined)
  -3, 5, -5, -2, 26*, 4, 2, -1, 1, -17
CC1CCCN(c2nc3ccsc3c(=O)s2)C1 (centres undefined)
  -1, 8, -3, 3, 0.5, 6, -13, 4, -2, 4
COc1cccc(OC)c1C(=O)Nc1sc2c(c1C(N)=O)CCN(Cc1ccccc1)C2
  -4, 7, -2, -10, -1.2, -1, -14, 10, -3, -9

# Among those listed so far, these have a halogen:
# Sequence of screens – UHRF1 binding, TCR CD3 inh, PRMT1 FP inh, ABHD4 inh, PG9 Ab binder, Tn7 DDE FP, HTRA1 inhibitor, SIAE inh, LEDGF integ inh, TDP2 inh
Cc1sc2c(c1C)c(=O)n(-c1ccc(F)cc1)c(=O)n2CC(=O)NCc1ccco1
  4, -5, 0, -1, 0.3, 11, 2, 0, 3, 4
CC(C)C(=O)Nc1c(C(=O)c2ccc(F)cc2)oc2ccccc12
  -2, 2, 0, -1, 0.7, -8, -7, 5, -1, -4
Cc1ncc2c(n1)-c1cc(F)ccc1SC2
  -3, 6, 0, -1, 1.4, 3, -3, -7, -2, 0
COc1cc2c(cc1OC)C(C(=O)N1CCCCC1)C(c1ccccc1F)N(C)C2=O (centres undefined)
  -2, 8, -1, -2, 1.4, 4, 2, -2, -3, 6

# (list continues)
# Sequence of screens – UHRF1 binding, TCR CD3 inh, PRMT1 FP inh, ABHD4 inh, PG9 Ab binder, Tn7 DDE FP, HTRA1 inhibitor, SIAE inh, LEDGF integ inh, TDP2 inh
Cc1c2c(nc3ccccc13)OCC2
  -3, 5, 0, 0, 0.4, -14, -1, 9, 1, -3
O/N=C/c1ccccc1OCc1ccc(Cl)cc1
  -3, -9, -4, -21, 3.2, 6, -28, 1, 1, 3
CCOc1cc(/C=N/NC(=O)c2ccc(CN3CCOCC3)cc2)ccc1OCc1ccccc1
  18, 1, -2, 3, -0.2, 9, -11, -10, 1, 13
Cc1nc(-c2ccccn2)sc1C(=O)Nc1ccc(F)cc1
  -1, 10, 0, 1, -0.9, -5, -31, -7, 2, 4
CN(C)S(=O)(=O)c1ccc(NC(=O)CSc2nnnn2C)cc1
  1, -6, 4, 4, -2.2, 0, 10, 3, 0, -5
Cc1c(C(=O)NCCc2ccccc2)oc2ccc(S(=O)(=O)N3CCC4(CC3)OCCO4)cc12
  -4, 1, 0, -21, -1.9, -8, -19, -2, 2, -5
Cc1ccc(NC(=O)c2ccc(S(=O)(=O)Nc3c(C)n(C)n(-c4ccccc4)c3=O)cc2)nc1
  -1, -6, -3, 1, 1.7, 5, -1, 3, -2, 1
Cc1cccc(C)c1NC(=O)C(NC(=O)c1ccccn1)c1ccccc1[N+](=O)[O-] (centres undefined)
  -2, -2, 0, 6, -1.0, -7, -3, -1, -1, 6
O=C(N/N=C/c1cccnc1)C1CC1(c1ccccc1)c1ccccc1 (centres undefined)
  -1, 0, 0, -8, -1.9, 10, -11, 6, 0, 3
CCOc1ccc(S(=O)(=O)Nc2cccc(C(=O)N3CCN(c4ccc(OC)cc4)CC3)c2)cc1
  -2, 0, -1, 13, -0.1, 2, -8, 2, 1, 10
COc1ccc(OC)c(NC(=O)c2csc(Cl)c2OC)c1
  -1, 4, 1, -4, -0.1, -1, -22, 9, -4, 7
Cc1nc(Nc2cccc(C(F)(F)F)c2)nc2c1C(=O)CC(C)C2 (centres undefined)
  -3, 8, -2, 6, -1.5, 2, 2, 3, -3, -3
CC(C)(C)NCC(=O)c1c[nH]c2ccccc12
  2, 5, -1, 0, 0.1, 10, 0, -3, -1, -3
Cc1cccc(CC(=O)NCCS(=O)(=O)N2CCN(c3ccccc3)CC2)c1
  -3, 1, 2, -7, 0.8, 6, 6, -8, -1, -1
Cc1ccc(S(=O)(=O)N2CCC(C(=O)NCc3ccccc3Cl)CC2)cc1
  0, 2, 0, 0, -1.4, 0, -18, -20, 3, -6
O=C(O)c1cccc2c1Cc1cc([N+](=O)[O-])ccc1-2
  -6, 4, 0, 3, -0.9, -2, 5, -3, 9, 4
N/C(=N\OC(=O)CCCc1ccccc1)c1ccccn1
  -1, 3, -3, 6, 1.9, 6, -1, -5, -1, 6
O=S(=O)(N1CCOCC1)N1CCN(c2ccc(F)cc2)CC1
  3, 12, 2, -4, 0.4, 0, -7, -5, -5, 0
Cn1cc(/C=N/NC(=O)c2cc3cc(Br)ccc3o2)c2ccccc21
  1, -9, 7, -6, 1.1, -5, /, 2, -3, -1
O=C(COc1ccccc1)Nc1c2c(nn1-c1ccccc1)CS(=O)C2 (centres undefined)
  -1, -8, 0, -11, -1.0, 1, 3, -4, 4, -13
CCOc1ccccc1CN1CCCC(CNC(=O)Cc2ccc(OC)cc2)C1 (centres undefined)
  -2, 7, -2, 2, -2.0, 3, 3, 6, -5, 2
C[C@H](CO)N1C[C@H](C)[C@@H](CN(C)S(C)(=O)=O)Oc2c(NC(=O)c3ccncc3)cccc2C1=O
  7, 4, 2, 5, -0.9, 3, 3, -4, 2, -3
CCOC(=O)c1c(C)[nH]c(C(=O)OCc2csc(CC(=O)Nc3ccccc3C)n2)c1C
  -1, 0, 0, 16, 1.6, -5, -25, -6, 0, 3
COc1ccc(CNC(=O)c2sc3nc(C)c(Cl)c(C)c3c2N)cc1
  -3, /, 9, 4, /, 6, /, -4, 1, 14
O=C(CSc1nnnn1-c1ccccc1)CC(=O)Nc1ccc(Cl)cc1
  0, 6, 1, -13, 1.1, 2, -20, -42, 5, -5
COC(=O)c1ccccc1NC(=O)CNC(=O)c1ccco1
  -1, -1, -3, -1, -0.6, 2, 0, 7, 4, 2
Cc1ccccc1NS(=O)(=O)c1ccc(OCC(=O)N2CCCCC2)cc1
  0, 5, 1, -6, -1.2, 8, -2, 9, -3, -3
COCCN(C(=O)c1ccc(-c2ccc([N+](=O)[O-])cc2)o1)c1c(N)n(CC(C)C)c(=O)[nH]c1=O
  2, -12, 4, 6, 3.8, 14*, 2, -3, -1, -4
COc1ccc(C(=O)Nc2cccnc2)cc1OC
  -1, -3, 0, 1, 0.2, -4, 6, 2, 4, 6
COC(=O)c1ccc(CSc2nc3ccccc3o2)cc1
  1, 4, -1, -2, -1.2, -2, -18, 7, -1, 0
CC(C)(C)c1ccc(CN2C(=O)CSC2=O)cc1
  0, -6, 6, 8, 1.8, -1, -3, -4, -1, 3
CCN(CC(=O)NC1CCCCC1)S(=O)(=O)c1ccc(Cl)cc1
  3, -7, 1, -11, 1.3, -1, -2, 7, 3, 10
COC(=O)c1ccc(NC(=O)CN2CCN(S(=O)(=O)c3cc(Cl)ccc3OC)CC2)cc1
  0, 2, 2, -5, -0.1, -1, -7, 0, 1, 5
O=C1CC(c2ccc(Cl)cc2)n2nc(NS(=O)(=O)c3ccc(F)cc3)nc2N1 (centres undefined)
  -2, 3, -1, 5, 0.3, -3, -2, -2, 0, 3

# Among those listed so far, 4 have a nitro group on carbon:
# Sequence of screens – UHRF1 binding, TCR CD3 inh, PRMT1 FP inh, ABHD4 inh, PG9 Ab binder, Tn7 DDE FP, HTRA1 inhibitor, SIAE inh, LEDGF integ inh, TDP2 inh
O=C(NCc1ccco1)c1cc([N+](=O)[O-])ccc1N1CCOCC1
  19, 4, 0, -4, -0.8, 2, 8, 3, 1, -14
Cc1cccc(C)c1NC(=O)C(NC(=O)c1ccccn1)c1ccccc1[N+](=O)[O-] (centres undefined)
  -2, -2, 0, 6, -1.0, -7, -3, -1, -1, 6
O=C(O)c1cccc2c1Cc1cc([N+](=O)[O-])ccc1-2
  -6, 4, 0, 3, -0.9, -2, 5, -3, 9, 4
COCCN(C(=O)c1ccc(-c2ccc([N+](=O)[O-])cc2)o1)c1c(N)n(CC(C)C)c(=O)[nH]c1=O
  2, -12, 4, 6, 3.8, 14*, 2, -3, -1, -4
